M5 antag: antagonists of human muscarinic M5 receptor (CHRM5); P08912; CHO-hM5 cells, Fluo-8 calcium fluorescence, ACh EC80; inhibition, % at 3 µM; 0.59% of 360,000 active; AID 624040;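 active = inhibition above a per-plate cutoff, the mean of that plate's test compounds plus 3 SD, cut at about 27% in these data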;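 note: 0% = acetylcholine EC80 with DMSO and 100% = DMSO without agonist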
Target sequence (P08912 whole entry, looked up): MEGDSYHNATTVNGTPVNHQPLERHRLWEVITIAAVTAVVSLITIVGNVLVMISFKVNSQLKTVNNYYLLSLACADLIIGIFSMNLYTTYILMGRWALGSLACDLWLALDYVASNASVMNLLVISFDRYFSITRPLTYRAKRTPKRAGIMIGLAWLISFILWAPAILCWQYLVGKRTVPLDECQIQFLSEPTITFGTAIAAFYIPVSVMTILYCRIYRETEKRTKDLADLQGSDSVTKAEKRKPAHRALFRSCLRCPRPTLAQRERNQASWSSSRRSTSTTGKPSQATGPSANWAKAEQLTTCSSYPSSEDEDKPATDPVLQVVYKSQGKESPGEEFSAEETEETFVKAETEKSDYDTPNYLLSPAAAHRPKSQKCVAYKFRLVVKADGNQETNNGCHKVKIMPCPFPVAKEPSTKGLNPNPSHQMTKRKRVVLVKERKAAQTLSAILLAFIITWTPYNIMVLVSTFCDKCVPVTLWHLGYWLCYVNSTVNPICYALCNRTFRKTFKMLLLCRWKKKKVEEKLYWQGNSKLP
CRFBP-R2 agonist: agonists of human CRF-binding protein/CRF-R2 receptor complex; HEK293 CRF-R2/CRF-BP, calcium dye fluorescence (FLIPR); percent of saturating CRF peptide response; activation, % at 13.2 µM; 0.46% of 350,000 active;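 active = activation of at least 50%, plus an integration ratio under a set limit after plate pattern correction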;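 note: plate controls were neutral control wells without compound for no effect and CRF at EC100 for full effect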
M1 PAM parental: M1 PAM counterscreen hit in parental CHO-K1 cells | ATP EC20, Fluo-8 calcium fluorescence; 0% at ATP EC20, 100% at ATP max | 0.02% of 360,000 active | activation, % at 3 µM;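 active = activation above the run cutoff, the mean activation of all test compounds plus 3 SD, cut at about 40% in these data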;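 note: peak over basal fluorescence ratio in a 140 s read after ATP addition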
TAAR1 antagonist: antagonists of human TAAR1. Q96RJ0. CHO RD-HGA16 TAAR1, Fluo-8 calcium fluorescence, antagonist. inhibition, % at 3 µM. 1.5% of 360,000 active;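 active = inhibition above a per-plate cutoff, the mean inhibition of test compounds on that plate plus 3 SD, cut at about 49% in these data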;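 note: 0% = DMSO plus EC80 beta-PEA response and 100% = DMSO alone without agonist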
Target sequence (Q96RJ0 whole entry, looked up): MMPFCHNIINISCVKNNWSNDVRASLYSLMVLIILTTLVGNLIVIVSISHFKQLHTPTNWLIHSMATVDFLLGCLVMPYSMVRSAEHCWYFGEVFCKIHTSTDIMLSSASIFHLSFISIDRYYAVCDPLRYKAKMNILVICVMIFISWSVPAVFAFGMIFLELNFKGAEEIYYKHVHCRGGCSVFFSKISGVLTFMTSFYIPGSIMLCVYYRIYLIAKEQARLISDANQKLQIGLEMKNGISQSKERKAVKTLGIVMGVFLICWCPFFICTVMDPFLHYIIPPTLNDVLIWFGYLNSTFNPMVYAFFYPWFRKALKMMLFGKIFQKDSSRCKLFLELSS
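System: RD-HGA16 CHO cells with stable hTAAR1 and Gα16 | Probe or stimulus: EC80 β-phenethylamine stimulus | Dosing: 3 µM, single point | Times: Dye loading 75 min at 37 °C, then 30 min room temperature | Measured by: Fluo-8 calcium-sensitive fluorescence | Read-out basis: % inhibition of agonist calcium response | Replicates: n of 1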
M5 PAM: potentiates acetylcholine response at human M5 receptor. CHO-K1 hM5, Fluo-8 calcium, ACh EC20 PAM; 0% = ACh EC20, 100% = ACh EC100. AID 624038. activation, % at 3 µM. 0.3% of 360,000 active. P08912;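 active = activation above the run cutoff, the mean activation of all test compounds plus 3 SD, cut at about 18% in these data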
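system = human M5 receptor in CHO-K1 cells | compound = one concentration, 3 µM final (nominal) | schedule = Post-acetylcholine fluorescence recording 140 s | signal = Fluo-8 calcium dye fluorescence, kinetic read | benchmarks = low control EC20 acetylcholine (0%), high control EC100 acetylcholine (100%) | repeats = singlicate, one well per test compound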
CRFBP-R2 block: antagonists of CRF-binding protein/CRF-R2 receptor complex; HEK293 CRF-R2/CRF-BP, CRF-induced calcium fluorescence; inhibition, % at 11.8 µM; 0.59% of 350,000 active;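 active = inhibition of the ligand-induced calcium signal above about 50% at the single tested concentration, limit read from the data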
TAAR1 agonist: human TAAR1 agonism. Q96RJ0. CHO RD-HGA16 TAAR1, Fluo-8 calcium fluorescence; vehicle wells 0%, saturating PEA agonist 100%. activation, % at 3 µM. 0.99% of 360,000 active;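 active = activation above the mean activation of all test compounds in the run plus 3 SD, cut at about 38% in these data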
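Assay system: CHO-derived RD-HGA16 cells with stable Gα16 and human TAAR1; timing: 17-24 h seeding, 75 min 37 °C dye, 30 min RT; read-out: % activation from peak over basal fluorescence ratio, DMSO-to-PEA scaled; measured by: kinetic Fluo-8 calcium fluorescence; benchmarks: low control DMSO, high control PEA (EC100); doses: 3 µM single concentration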
CHRM4 PAM: potentiates acetylcholine response at human M4 receptor. CHO-K1 hM4/Gqi5, Fluo-8 calcium fluorescence, ACh EC20; 0% = ACh EC20, 100% = maximal ACh. P08173. 0.4% of 360,000 active. activation, % at 3 µM;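 active = activation above its plate's cutoff, the mean activation of sample wells plus 3 SD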; note: some results filed as inactive read as strong as hits
M5 ag: agonists of human muscarinic M5 receptor (CHRM5); CHO-K1 hM5 cells, Fluo-8 calcium fluorescence; 0% DMSO wells, 100% maximal acetylcholine response; 0.19% of 360,000 active; P08912; AID 624037; activation, % at 3 µM;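 active = activation above the run's mean over test compounds plus 3 SD, cut at about 23% in these data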;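 note: signal is peak over basal fluorescence ratio across the kinetic read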
* hit, by the source's call; nt = no result given. This is a random part of the collection (roughly 4.2% active in at least one column).

compound,TAAR1 agonist,CRFBP-R2 block,CHRM4 PAM,M5 ag,TAAR1 antagonist,M5 PAM,M1 PAM parental,M5 antag,CRFBP-R2 agonist
CC(C)Cc1nnc(NC(=O)c2cc(-c3ccncc3)nc3ccccc23)s1,6,-27,14,8,-42,1,17,5,-1.2
O=C(N/N=C/c1cccnc1)c1cccc(F)c1,1,13,-3,0,-34,4,3,-5,0.1
CC(=O)Nc1cccc(C(=O)N(CCc2ccccc2)Cc2ccccc2)c1,11,10,6,-3,-32,-7,-12,6,-1.3
CCCC12CN(C(=O)c3ccc(OC)cc3)CC(C)(CN(C(=O)c3ccc(OC)cc3)C1)C2=O,10,21,0,4,36,-12,6,10,-2.2
Cc1cc(NC(=O)COC(=O)C2COc3ccccc3O2)no1 (stereo not drawn),6,4,1,-9,0,4,16,1,-4.0
COc1ccc(NC(=O)c2cc(C3CCCCN3C(=O)OCc3ccccc3)on2)c(C)c1 (stereo not drawn),10,nt,-1,0,2,-5,11,-1,nt
CC1=C(C)C(=O)C(N2CCOCC2)=CC1=O,3,13,9,7,3,21*,4,12,-0.1
N#CCC(=O)Nc1ccc(C(=O)OCC(=O)Nc2ccccc2Sc2ccccc2)cc1,9,15,-14,3,19,-15,15,28*,-0.4
CCCC1S/C(=N/N=C/c2ccc(OC)cc2)N(Cc2ccccc2)C1=O (stereo not drawn),0,-20,-5,-1,-8,0,9,-2,0.6
COc1ccc(NC(=O)c2sccc2SCc2cccc(C(F)(F)F)c2)cc1,16,-6,-15,-5,23,1,16,-13,-0.4
Cc1ccc2nc(N3CCN(c4ccccc4F)CC3)c(C=O)c(=O)n2c1,1,2,3,0,-5,0,27,4,0.0
CC1(C(=O)NS(=O)(=O)Cc2ccccc2C(F)(F)F)CCN1C(=O)c1ccccc1 (stereo not drawn),0,nt,-6,0,-21,-3,-6,0,nt
COc1ccc(NC(=O)C(=O)Nc2cccc3ccccc23)c(OC)c1,-1,7,4,0,0,-2,-15,6,1.2
CC(=O)NC(c1cccc([N+](=O)[O-])c1)c1ccc2cccnc2c1O (stereo not drawn),7,-6,-9,-25,-6,-5,-8,-12,1.3
COc1ccc(/C=C/C(=O)c2c(O)ccc3c(C)cc(=O)oc23)cc1,1,-22,3,3,-24,-4,14,3,-0.4
COc1ccc(NC(=O)/C(Cl)=C(/Cl)S(=O)Cc2ccc(Cl)cc2)cn1 (stereo not drawn),5,-53,-4,-1,52*,-2,-14,23,88*
COC(=O)c1ccc(COc2ccc(-c3nn[nH]n3)cc2)cc1,51*,5,-3,0,17,-2,8,7,1.1
COc1ccnc2c1c(=O)n(Cc1ccc(F)cc1)c(=O)n2C,0,-10,5,-2,-23,0,14,-1,3.5
COC(=O)c1ccc(C)c(NC(=O)Cn2c(C)csc2=O)c1,1,-12,2,0,-9,1,11,10,-3.2
O=C(c1ccc2c(=O)n(-c3ccccc3)c(=O)[nH]c2c1)N1CCN(c2ccc(F)cc2)CC1,4,5,7,0,1,-4,-6,0,0.2
CCN(CC)CCCNC(=O)c1oc2ccc3c(c2c1C)C(O)CC(C)(C)O3 (stereo not drawn),2,-2,3,-1,-4,3,18,4,-0.6
COc1cc(/C=C/C(=O)OC(C)C(=O)NC2CCCCC2C)cc(Cl)c1OC (stereo not drawn),-1,-22,0,1,-7,-1,-20,12,-0.2
CCCCOc1ccccc1C1C(C(=O)OC)=C(C)N(C)C(C)=C1C(=O)OC,33,-4,-2,0,28,-7,19,3,1.9
Cc1onc(-c2c(F)cccc2Cl)c1C(=O)Nc1cccc(Cn2cccn2)c1,10,7,3,0,7,-1,12,-1,0.1
Nc1nc2c(ncn2-c2ccccc2)c(=O)[nH]1,1,4,2,4,-4,1,7,8,0.0

compound,TAAR1 agonist,CRFBP-R2 block,CHRM4 PAM,M5 ag,TAAR1 antagonist,M5 PAM,M1 PAM parental,M5 antag,CRFBP-R2 agonist
CCC(C)(C)NC(=O)C(c1ccccn1)N(C(=O)c1csnn1)c1ccccc1 (stereo not drawn),3,-6,5,1,-13,5,15,2,-1.4
COc1ccc(NC(=O)CCNC(=O)Cn2cnc3ccccc3c2=O)c(OC)c1,1,4,-5,-5,-10,-3,18,4,-0.9
COc1cc(C(CC(=O)Nc2ccccn2)N2Cc3ccccc3C2=O)cc(OC)c1OC (stereo not drawn),2,12,-7,-2,-10,0,-5,-8,-0.1
O=C(N/N=C/c1ccncc1)c1ccc(NS(=O)(=O)c2cccs2)cc1,0,31,0,1,-3,11,13,1,1.2
O=C1C2C3CC(C(Br)C3Br)C2C(=O)N1CC1CCCO1 (stereo not drawn),2,-12,8,-10,-4,6,15,-1,-1.4
COc1cccc(C2CC(c3cccc(Br)c3)n3ncnc3N2)c1 (stereo not drawn),9,-17,8,-2,27,0,20,-1,19
Nc1nc(N)nc(-c2cccc([N+](=O)[O-])c2)n1,1,nt,7,0,-19,-4,9,8,nt
O=C(c1ccco1)N1CCN(c2nc3ccsc3c(=O)s2)CC1,5,-10,-3,4,16,-10,15,3,-0.8
COc1ccc(CSc2ccc(S(=O)(=O)N3CCCC3)cn2)cc1F,3,16,-10,-2,29,-13,5,5,2.4
COc1ccccc1-c1nnc(SCC(=O)NC2CC2)n1C,19,-2,-1,-1,-21,-4,-2,1,-1.5
O=[N+]([O-])c1cccc(N/N=C/c2cc([N+](=O)[O-])ccc2O)c1,7,3,1,3,16,-3,-1,5,0.7
Cc1ccc(-c2csc3nc(CN(C)Cc4ccccc4)[nH]c(=O)c23)cc1,-1,-16,4,6,4,-5,11,7,3.0
CCOC(=O)c1[nH]c(C)c(C(=O)OCC(=O)N(CC)C2CCS(=O)(=O)C2)c1C (stereo not drawn),4,16,2,-1,-4,-3,9,7,-2.5
CC(NC(=O)c1cccc(N(C)C)c1)c1ccc(-n2ccnc2)cc1 (stereo not drawn),1,-4,4,0,-13,10,22,-15,-1.3
O=C(c1ccc(Cl)c(S(=O)(=O)N2CCCC2)c1)N1CCN(c2ccc(F)cc2)CC1,5,9,3,0,-29,1,-4,-2,0.7
Cc1nc(NC(=O)c2ccccc2)sc1C1(C)CC(c2c(Cl)cccc2Cl)=NO1 (stereo not drawn),8,-3,6,2,20,1,-4,8,1.6
N/C(=N\OC(=O)c1ccccc1Cl)c1cccnc1,1,-1,-8,-1,7,7,6,-12,-1.4
COc1ccccc1NC(=S)NNC(=O)c1cc(C)n(C)n1,1,-7,11,-5,4,3,17,-2,-1.5
O=C1NN=C(c2ccccc2)CC1c1c[nH]c2ccccc12 (stereo not drawn),7,-5,-2,-1,15,-2,12,5,-1.0
Cc1ccc(C2/C(=C(\O)c3c(C)nc4c(C)cccn34)C(=O)C(=O)N2CCN(C)C)o1 (stereo not drawn),0,4,-8,7,6,-9,4,4,-0.4
CC(=O)c1ccc(S(=O)(=O)NC2CCCCCCC2)cc1,5,-2,-8,-3,7,-10,-5,12,0.0
COc1cc(C(=O)N/N=C\c2ccccc2)c([N+](=O)[O-])c(OC)c1OC,9,16,10,-1,9,4,-8,-4,-0.9
Cc1cc(C(=O)COC(=O)c2ccc(O)cc2)c(C)n1CC1COc2ccccc2O1 (stereo not drawn),9,-2,-4,0,7,0,1,1,3.8
CCCNC(=O)C1CC(c2ccccc2C(F)(F)F)=NO1 (stereo not drawn),1,5,-2,4,-12,6,-3,1,-1.1
Cc1nn(-c2ccccn2)c2c1-c1nc(N3CCOCC3)ncc1CC2,15,0,10,3,70*,-7,17,0,-4.1

compound,TAAR1 agonist,CRFBP-R2 block,CHRM4 PAM,M5 ag,TAAR1 antagonist,M5 PAM,M1 PAM parental,M5 antag,CRFBP-R2 agonist
COc1cc(C2CC(=O)Oc3cc(C)c(Br)c(C)c32)cc(OC)c1OC (stereo not drawn),13,40,-2,-1,18,-1,17,-6,-1.2
Cc1ccccc1N(CC(=O)NCC1CCCO1)C(=O)CNS(=O)(=O)c1ccc(F)cc1 (stereo not drawn),1,-6,-4,-1,-6,9,9,2,-0.1
Cc1ccc[n+](-c2nc([O-])sc2C=O)c1,21,-55,-3,7,8,2,12,-2,92*
C=CCN(CC=C)C(=S)Nc1ccccc1,1,7,-8,0,7,-2,-6,-2,1.5

Compounds above that have fluorine, in the order listed:
compound,TAAR1 agonist,CRFBP-R2 block,CHRM4 PAM,M5 ag,TAAR1 antagonist,M5 PAM,M1 PAM parental,M5 antag,CRFBP-R2 agonist
O=C(N/N=C/c1cccnc1)c1cccc(F)c1,1,13,-3,0,-34,4,3,-5,0.1
COc1ccc(NC(=O)c2sccc2SCc2cccc(C(F)(F)F)c2)cc1,16,-6,-15,-5,23,1,16,-13,-0.4
Cc1ccc2nc(N3CCN(c4ccccc4F)CC3)c(C=O)c(=O)n2c1,1,2,3,0,-5,0,27,4,0.0
CC1(C(=O)NS(=O)(=O)Cc2ccccc2C(F)(F)F)CCN1C(=O)c1ccccc1 (stereo not drawn),0,nt,-6,0,-21,-3,-6,0,nt
COc1ccnc2c1c(=O)n(Cc1ccc(F)cc1)c(=O)n2C,0,-10,5,-2,-23,0,14,-1,3.5
O=C(c1ccc2c(=O)n(-c3ccccc3)c(=O)[nH]c2c1)N1CCN(c2ccc(F)cc2)CC1,4,5,7,0,1,-4,-6,0,0.2
Cc1onc(-c2c(F)cccc2Cl)c1C(=O)Nc1cccc(Cn2cccn2)c1,10,7,3,0,7,-1,12,-1,0.1
COc1ccc(CSc2ccc(S(=O)(=O)N3CCCC3)cn2)cc1F,3,16,-10,-2,29,-13,5,5,2.4
O=C(c1ccc(Cl)c(S(=O)(=O)N2CCCC2)c1)N1CCN(c2ccc(F)cc2)CC1,5,9,3,0,-29,1,-4,-2,0.7
CCCNC(=O)C1CC(c2ccccc2C(F)(F)F)=NO1 (stereo not drawn),1,5,-2,4,-12,6,-3,1,-1.1
Cc1ccccc1N(CC(=O)NCC1CCCO1)C(=O)CNS(=O)(=O)c1ccc(F)cc1 (stereo not drawn),1,-6,-4,-1,-6,9,9,2,-0.1
